D1 potentiator: human D1 dopamine receptor positive modulation; P21728; HEK293 TREx D1 cells, calcium flux, dopamine EC20 potentiation; potentiation, % at 10 µM; hit rate 0.036% among 360,000; AID 504651; in the data active means potentiation above about 30%; further: 0% is about no effect
D2 agonist: agonists of human D2 dopamine receptor; HEK293 T-REx D2 cells, calcium flux agonist mode; activation, % at 2 µM; hit rate 0.53% among 340,000;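 active means activation over 3 SD above normal in the single-dose calcium agonist read, cut at about 30% in these data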; further: 0% is about no effect
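HEK293 Trex D2 cells, tetracycline-induced, o/n 30 C 5% CO2; no-wash Ca dye, RT 30–90 min; 10-cycle baseline, 23 nl cpd added, kinetic Ca read 180 s; agonist hits = positive Ca response.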
D2 PAM: positive allosteric modulators of human D2 dopamine receptor. hit rate 0.34% among 340,000. potentiation, % at 10 µM. P14416. HEK293 T-REx D2, calcium flux, EC20 dopamine potentiation. AID 485347;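 active means potentiation over 3 SD above the plate norm, cut at about 30% in these data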; further: 0% is about no effect
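Tetracycline-induced Hek293 Trex D2 cells, force-coupled to calcium, loaded with no-wash calcium dye. Compound added with 180 s kinetic read for agonism, then EC20 dopamine and a further 180 s read for potentiation.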
RXFP1 antag: RXFP1 (human) relaxin receptor antagonism; Q9HBX9; HEK293-RXFP1, relaxin-stimulated cAMP HTRF, 30 min; hits give low values; activity change, negative = inhibition, % at 57.5 µM; hit rate 0.59% among 350,000;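 active means activity change of -60% or lower, but not beyond a set lower limit; inconclusive means change between -60% and -40%, or beyond the set limit; inactive means change above -40%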; further: on the % scale 0 is the no-effect control and ±100 the full control effect
Target sequence (Q9HBX9 whole entry, looked up): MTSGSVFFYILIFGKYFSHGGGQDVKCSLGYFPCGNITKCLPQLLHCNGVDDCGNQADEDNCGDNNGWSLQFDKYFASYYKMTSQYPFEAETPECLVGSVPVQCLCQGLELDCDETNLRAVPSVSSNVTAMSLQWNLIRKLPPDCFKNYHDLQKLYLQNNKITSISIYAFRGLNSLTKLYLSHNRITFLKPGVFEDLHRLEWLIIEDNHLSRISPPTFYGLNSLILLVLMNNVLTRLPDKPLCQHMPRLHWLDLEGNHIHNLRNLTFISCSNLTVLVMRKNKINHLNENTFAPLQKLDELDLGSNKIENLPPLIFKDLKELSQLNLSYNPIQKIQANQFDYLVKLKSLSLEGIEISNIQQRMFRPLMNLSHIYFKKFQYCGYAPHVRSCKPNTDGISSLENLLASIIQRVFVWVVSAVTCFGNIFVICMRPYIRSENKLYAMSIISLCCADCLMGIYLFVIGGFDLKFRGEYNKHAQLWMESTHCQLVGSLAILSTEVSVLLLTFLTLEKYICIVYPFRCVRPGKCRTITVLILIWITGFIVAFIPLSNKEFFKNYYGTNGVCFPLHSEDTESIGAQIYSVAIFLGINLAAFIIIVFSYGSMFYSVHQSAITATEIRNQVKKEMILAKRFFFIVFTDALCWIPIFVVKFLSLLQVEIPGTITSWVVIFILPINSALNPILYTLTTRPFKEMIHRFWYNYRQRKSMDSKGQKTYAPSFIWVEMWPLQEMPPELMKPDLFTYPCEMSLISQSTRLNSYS
D2 antag: antagonists of human D2 dopamine receptor; HEK293 TREx D2 cells, calcium flux, dopamine EC80; inhibition, % at 10 µM; hit rate 2% among 340,000; in the data active means inhibition above about 30%; further: 0% is about no effect
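Tetracycline-induced HEK293 T-REx cells expressing D2 force-coupled to calcium signalling were dye-loaded, exposed to compound for 180 s, then challenged with an EC80 of dopamine; calcium flux was followed kinetically for a further 180 s.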
RXFP1 ag: RXFP1 (human) receptor agonism; Q9HBX9; HEK293T-RXFP1 cAMP TR-FRET, 30 min; response scale: percent of porcine relaxin response, buffer zero; Potency, µM (highest dose often 57.5 µM), for inactives: at the highest dose activation, usual class: activators; hit rate 0.3% among 370,000; AID 2676; active means well fitted activation curve with a large enough effect; inconclusive means small, poorly fitted or top-dose-only effect; further: potency means the concentration at half of the fitted maximal effect; on the % scale 0 is the no-effect control and ±100 the full control effect; nearly all actives have a fitted effect of over 60% in size; many of its hits are not listed in these tables
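HEK293T cells stably expressing RXFP1 were pretreated with the PDE4 inhibitor Ro 20174, exposed to compounds for 30 min at 37C, lysed, and cAMP was read by TR-FRET. Data normalized to buffer (basal) and 29 nM porcine relaxin (100%).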
D1 antag: antagonists of human D1 dopamine receptor; activity change, negative = inhibition, % at 10 µM; HEK293 TREx D1 cells, calcium flux, dopamine EC80; hits give low values; P21728; hit rate 3.2% among 360,000; in the data active means activity change below about -30%; further: on the % scale 0 is the no-effect control and ±100 the full control effect
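Inducible Hek293 Trex D1 cells (tetracycline, overnight, 30 C). Calcium dye 30–90 min RT. Antagonist mode: EC80 dopamine added after 180 s compound read.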
D1 agonist: human D1 receptor agonism; P21728; HEK293 T-REx D1 cells, calcium flux, agonist mode; activation, % at 2 µM; hit rate 1% among 360,000; AID 504660; in the data active means activation above about 30%; further: 0% is about no effect
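Agonism was scored from calcium flux recorded over 180 s (1 read/s) after pintool compound addition, following a 10-cycle baseline. Cells were inducible force-coupled HEK293 TREx D1, plated overnight at 30 C and loaded with no-wash calcium dye.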
TRHR enhancer: allosterically enhances the human TRH receptor. P34981. TRHR cells, fluo-8 calcium fluorescence, EC20 TRH enhancement. enhancement, % at 2 µM. hit rate 0.66% among 360,000; in the data active means enhancement above about 30%; further: 0% is about no effect
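Enhancer read-out: after compound pinning and an initial kinetic agonist-mode read, an EC20 of TRH (10 nM final) was injected and fluo-8 calcium signal (Ex 480/Em 530) followed at 1 s/cycle for 100 cycles in TRHR-expressing cells.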
The depositor's hits bear a star; ? = inconclusive; · = not tested or not shown; & = joins results of further samples. The list is partial (hit frequency here may not be typical).

SMILES	D1 potentiator	D2 agonist	D2 PAM	RXFP1 antag	D2 antag	RXFP1 ag	D1 antag	D1 agonist	TRHR enhancer
Cc1cccc(C)c1OCc1cc(C(=O)N2CCC[C@H]2C(N)=O)no1	-2	·	·	0	·	4.7%	11	3	0
COc1ccc(/C=C2\SC(=S)N(CC(=O)OCC(=O)Nc3ccc(C)cc3Cl)C2=O)cc1	-6	-0.9	-2	14	4	-2.2%	-21	1	5
COc1ccc(COC(=O)NC(C(=O)O)c2ccccc2)cc1 (configuration not stated)	-3	-0.5	11	·	-11	-2.0%	-5	2	-3
CC(=O)NC1(NC(C)=O)CCN(C)C(c2ccccc2)C1C (configuration not stated)	-1	-0.3	-9	0	2	-0.3%	0	5	8
COCCN(C(=O)COC(=O)CCCOc1ccc(OC)cc1)c1c(N)n(Cc2ccccc2)c(=O)[nH]c1=O	-5	0.1	-5	-12	2	-0.9%	-7	1	-2
CN(CCO)S(=O)(=O)c1ccc2c(c1)C(=NNC(N)=O)c1cc(S(=O)(=O)N(C)CCO)ccc1-2	5	1.6	-1	-2	7	-0.8%	3	3	-3
COCCCNC(=O)CCc1c(C)nc2c(-c3ccc(F)cc3)c(C)nn2c1C	-13	0.0	5	-6	9	0.0%	-34*	2	3
O=C(COc1ccccc1F)Nc1ccc(-c2nc3ccccc3s2)cc1	8	0.1	-10	-1	·	?	-20	2	5
CCOc1ccc(-c2cc(NC(=O)c3c(F)cccc3F)c(C(=O)OC)s2)cc1	-4	-0.9	-9	-8	·	2.1%	0	4	6
COc1cc(/C=N/NC(=O)C(=O)Nc2ccccn2)ccc1O	1	-0.7	-7	-1	8	-2.1%	4	0	2
N#Cc1ccc(-c2ccc(OCC(=O)NCCCN3CCCC3=O)cc2)cc1	-5	-1.3	-1	-12	-24	5.4%	-25	5	5
O=C(Cn1ncc2c(=O)oc3ccccc3c21)N(Cc1ccco1)C1CCCCC1	-4	-0.1	-6	5	9	-1.9%	-2	2	-8
Cc1ccc(-c2csc(Nc3ccc(S(N)(=O)=O)cc3)n2)o1	-6	0.1	12	-18	25	6.5%	-15	0	-7
Cc1cccc(OCC(=O)NCC(=O)N/N=C/c2cc(Br)cc(Br)c2O)c1	3	0.0	-5	-30	11	11%	-26	3	4
O=C(O)c1ccc(COc2ccccc2C=C2C(=O)c3ccccc3C2=O)cc1	-6	0.5	3	-60*	-2	-0.7%	-3	3	-1
N#Cc1cccnc1Oc1ccccc1	4	-1.5	2	14	13	1.2%	-6	5	-2
O=C(NCCc1c[nH]c2ccccc12)C(F)(F)C(F)F	-6	0.7	3	8	-4	-1.0%	-20	0	9
CCc1nccn1S(=O)(=O)c1ccc2ccccc2c1	2	-0.7	-8	6	-32	0.0%	9	0	3
CC1CN(CCOc2ccc(Cl)c(Cl)c2)CC(C)O1 (configuration not stated)	-1	·	·	3	·	1.9%	0	7	2
COC(=O)C1=C(CSc2nnnn2C)NC(=O)NC1c1cc(C)ccc1C (configuration not stated)	-2	-0.2	-3	-7	-1	0.4%	23	2	2

An excerpt from above in order of number of heavy atoms, descending.
SMILES	D1 potentiator	D2 agonist	D2 PAM	RXFP1 antag	D2 antag	RXFP1 ag	D1 antag	D1 agonist	TRHR enhancer
O=C(Cn1ncc2c(=O)oc3ccccc3c21)N(Cc1ccco1)C1CCCCC1	-4	-0.1	-6	5	9	-1.9%	-2	2	-8
CC1CN(CCOc2ccc(Cl)c(Cl)c2)CC(C)O1 (configuration not stated)	-1	·	·	3	·	1.9%	0	7	2
N#Cc1cccnc1Oc1ccccc1	4	-1.5	2	14	13	1.2%	-6	5	-2

Later entries:
SMILES	D1 potentiator	D2 agonist	D2 PAM	RXFP1 antag	D2 antag	RXFP1 ag	D1 antag	D1 agonist	TRHR enhancer
COc1ccc(C(C)n2c(C)c3c(C)nnc(C)c3c2C)cc1 (configuration not stated)	2&4	0.5&0.4	5&4	-11&17	-24	4.4%&1.4%	5&9	0&-1	1&4
O=C(CSc1nnnn1-c1ccc2c(c1)OCCO2)N1CCc2ccccc21	-1	0.6	20	9	-9	-0.5%	-9	1	2
Cc1cc(N2CCN(c3nc(-c4ccc([N+](=O)[O-])cc4)cs3)CC2)c2ccccc2n1	0	0.5	-5	-22	-9	3.4%	0	-2	-2
Cn1c(SCC(=O)Nc2sccc2C#N)nnc1-c1ccccc1	-2	0.3	12	-3	-24	0.4%	·	0	3
COC(=O)C(Cc1cnc(Cl)s1)(C(=O)OC)c1ccc(C(F)(F)F)cc1[N+](=O)[O-]	-9	-1.1	0	-2	20	-0.3%	11	-3	-3
Cc1ccc(N2CC(C(=O)Nc3cc(C)on3)CC2=O)cc1 (configuration not stated)	2	0.0	-7	4	23	-0.9%	10	-1	-2
O=C1OC2CC3CC1CC(O)(C3)C2 (configuration not stated)	-2	0.3	2	0	17	-1.9%	-13	1	3
O=C(N=Nc1c(O)[nH]c2ccc([N+](=O)[O-])cc12)c1cc(-c2ccccc2Cl)nc2ccccc12	-12	0.2	2	-6	-12	1.7%	-5	1	-1
O=C(CCN1CCc2ccccc2C(c2ccccc2)C1)c1ccc2c(c1)OCCO2 (configuration not stated)	-1	6.4	-3	?	-3	-0.7%	0	3	-14
CCOC(=O)c1c(SCc2ccccc2)n[nH]c1N	-1	0.9	13	4	6	0.9%	0	5	0
CCOc1ccc(N(CC(=O)NCc2ccc(OC)cc2)S(C)(=O)=O)cc1	-5	1.9	-4	-2	6	0.5%	34	-2	1
CC(C)(C)c1ccc(O)c(N)c1	-2	0.1	-9	·	-8	-3.0%	3	2	3
CCOc1ccc2nc(NC(=O)c3ccc(OC)c(S(=O)(=O)N4CCOCC4)c3)sc2c1	23	0.1	4	-2	-2	0.8%	4	2	-4
O=C(COc1ccc(Br)cc1)OCc1nnc(-c2ccccc2)o1	-5	-0.2	12	-3	2	-0.4%	-11	5	0
COCc1ccccc1Cn1cnc2c1c(=O)n(C)c(=O)n2C	0	-0.4	-4	9	6	3.8%	26	0	0
CC1=CC(C)(C)Nc2cc(C)c(C)cc21	-1	-0.9	-7	-12	-8	1.6%	8	1	-2
Brc1cnc(N2CCCC2)nc1N1CCOCC1	2	-0.3	4	-1	35*	1.2%	-2	1	-4
O=C(N/N=C/c1cc(Cl)ccc1O)C(=O)Nc1ccccc1OC(F)(F)C(F)F	8	6.4	3	-4	-15	-0.5%	-5	19	7
N#C/C(=C\c1ccc(OCc2ccc(C(=O)O)cc2)cc1)C(=O)NCc1ccccc1	-1	1.5	1	-12	-12	1.0%	7	1	14
COc1ccc(N2C(=O)CSC23C(=O)N(C)c2ccccc23)cc1Cl (configuration not stated)	-1	0.6	-1	·	·	0.0%	-5	2	-1
CC(C)N1CC(C(=O)Nc2ccc(Cl)c([N+](=O)[O-])c2)CC1=O (configuration not stated)	1	1.1	-5	9	-11	0.2%	-11	3	-1
CCN(CC)c1ccc2cc(S(=O)(=O)c3ccc(C)cc3)c(=O)oc2c1	2	29	2	1	5	0.2%	-3	120*	-1
CCc1ccc(N2CCn3c2nc2c3c(=O)n(Cc3ccc(F)cc3)c(=O)n2C)cc1	-6	0.6	5	10	·	-1.8%	-46*	11	-5
CCOC(=O)N1CCc2c(sc3nc[nH]c(=O)c23)C1	-2	5.4	9	4	-12	?	-31*	2	2
COc1ccc(NC(=O)NNC(=O)COc2ccc([N+](=O)[O-])c(C)c2)cc1OC	0	·	-16	-8	·	0.0%	6	1	18
C/C=C(\C)C(=O)OC1c2c(ccc3ccc(=O)oc23)OC(C)(C)C1OC(C)=O (configuration not stated)	-7	12	-1	-7	14	1.4%	2	1	0
Cc1cnc(N)c2c(=O)oc3ccccc3c12	2	-1.5	8	·	-28	23%	9	3	3
Cc1ccc(S(=O)(=O)N(CC(=O)N=Nc2c(O)[nH]c3ccccc23)c2ccc(C)c(C)c2)cc1	-1	0.3	-2	2	-9	0.6%	-1	2	26
CCN(CC)S(=O)(=O)c1ccc(N2CCOCC2)c(NC(=O)c2cc(C)cc(C)c2)c1	4	0.9	4	3	16	4.9%	15	0	-10
COn1c2c(c3c4no[n+]([O-])c4ccc31)CCCC2	-3	-0.1	-2	3	-16	3.1%	-30	1	-1
O=C(COC(=O)C1=COCCO1)Nc1ccccc1Oc1ccccc1	-2	-0.5	3	-3	-4	2.7%	-14	1	-4
O=C(CSc1nnnn1-c1ccccc1)NC(=O)NCc1ccco1	1	0.1	6	-8	-7	-0.6%	2	3	-4
Cc1ccc(SCC(=O)NCCc2ccccc2)cc1	0	-0.4	2	10	-5	-2.9%	-21	1	7
CC1CCN(C(=O)CSc2nnc(Cc3cc(=O)[nH]c(=O)[nH]3)n2-c2ccc(Cl)cc2)CC1	-3	0.3	-4	-12	1	-0.7%	-1	2	-3
Cc1ccc(C(C2=C(O)CC(C)(C)CC2=O)C2C(=O)CC(C)(C)CC2=O)s1 (configuration not stated)	-1	0.7	0	?	7	0.0%	1	1	7
COc1cc(NC(=S)NCCC(c2ccccc2)c2ccccc2)cc(OC)c1	7	-0.4	-9	3	2	0.1%	-3	4	3
Cc1cccc(-c2ccc3ncnc(NCc4cc(C)cs4)c3c2)c1	0	·	·	·	·	0.7%	16	1	-3
COC(=O)c1ccc(C)c(NC(=O)C2CC(=O)N(C3CCCC(C)C3C)C2)c1 (configuration not stated)	-1	-0.8	-6	6	26	0.1%	14	1	9
CCOc1ccc(Nc2nc(NCCN3CCOCC3)nc(OC)n2)cc1	2	-1.8	4	-9	1	-1.3%	-2	0	0
COc1ccc(NC(=O)c2ccco2)c([N+](=O)[O-])c1	-7	0.5	4	·	-8	-1.6%	7	1	-3
COc1cc([N+](=O)[O-])ccc1NC(=O)CN1CCc2cc(OC)c(OC)cc2C1	-7	1.1	19	-11	-27	1.1%	3	2	18
COc1ccc(CCN2CC(C(=O)OCC(=O)NC(C)c3cccc(Cl)c3)CC2=O)cc1OC (configuration not stated)	-1	0.3	6	6	-7	-0.1%	4	2	1
Cc1c(CCOC(=O)C23CC4(C)CC(C)(CC(C)(C4)C2)C3)sc[n+]1CC(=O)c1ccccc1	-7	-1.5	5	-25	-4	0.5%	-12	0	-8
COc1ccccc1C(=O)COC(=O)c1cnc(C)cn1	2	-0.3	7	-5	-10	0.9%	0	0	-5

Molecules listed so far that have a cyano group (four):
SMILES	D1 potentiator	D2 agonist	D2 PAM	RXFP1 antag	D2 antag	RXFP1 ag	D1 antag	D1 agonist	TRHR enhancer
N#Cc1ccc(-c2ccc(OCC(=O)NCCCN3CCCC3=O)cc2)cc1	-5	-1.3	-1	-12	-24	5.4%	-25	5	5
N#Cc1cccnc1Oc1ccccc1	4	-1.5	2	14	13	1.2%	-6	5	-2
Cn1c(SCC(=O)Nc2sccc2C#N)nnc1-c1ccccc1	-2	0.3	12	-3	-24	0.4%	·	0	3
N#C/C(=C\c1ccc(OCc2ccc(C(=O)O)cc2)cc1)C(=O)NCc1ccccc1	-1	1.5	1	-12	-12	1.0%	7	1	14

Bioassay records as filed in PubChem BioAssay.
